High-throughput results as filed in PubChem BioAssay.
Ecoli viability = counter-screen for AddAB inhibitors: E. coli growth inhibition. AID 449728. E. coli V3065 growth, OD600 absorbance, 18 h. hit rate 0.27% among 330,000. inhibition, % at 11.9 µM;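 active = inhibition above the campaign's mean inhibition across all tested compounds plus 3 SD, cut at about 9.9% in these data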;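 also: uninfected addAB+ strain grown without phage in ampicillin broth; 0% = DMSO wells and 100% = ciprofloxacin 0.95 µg/ml wells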
SUMO Mot1 rescue = blocks SUMOylation pathway, rescuing yeast Mot1-301 growth; S. cerevisiae Mot1-301 growth rescue, ATP luminescence, 38.5C; percent above DMSO median, 100 means doubled; growth rescue, % at 18.8 µM; AID 2716; hit rate 1% among 320,000;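 active = every valid replicate shows activation above 250% relative to neutral control wells; inactive = the rest, any valid replicate at or below 250%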;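 also: OY570 slx delta 5 strain wells were the positive control but not used for scaling; some compounds called inactive have numbers as strong as hits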
Arrestin-AP2 inh = inhibitors of human beta-arrestin and AP2 interaction; hit rate 0.31% among 340,000; FITC-arrestin peptide / GST-AP2 beads, flow cytometry; AP2 beta2 appendage carries R879A mutation; AID 504490; inhibition, % at 10 µM;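 active = inhibition above a set limit, near 3 SD of compounds lacking own fluorescence, cut at about 54% in these data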;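 also: plate controls were DMSO wells for no effect and 5 µM unlabelled arrestin peptide for full effect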
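Material – GST-tagged AP2 beta2-adaptin appendage (R879A) on 4 µm glutathione beads · Probe or stimulus – fluorescein-tagged arrestin peptide at 50 nM final · Timing – 12 min plus 1 h, RT · Detection – bead flow cytometry, FITC channel · Read-out basis – inhibition as reduced fluorescein signal on beads, percent · Medium – PBS plus Tween 20 (0.05%) and BSA (0.1%)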
MOR-DOR ag = agonists of human mu-delta opioid receptor heterodimerization. cells, OPRM1-OPRD1 heterodimerization, luminescence. activation, % at 9.3 µM. hit rate 0.3% among 340,000; in the data active = activation above about 18%;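 also: 0% = vehicle-treated cells and 100% = reference agonist; values of inactives mirror those of a sister screen read the other way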
Target sequence (P35372 whole entry, looked up): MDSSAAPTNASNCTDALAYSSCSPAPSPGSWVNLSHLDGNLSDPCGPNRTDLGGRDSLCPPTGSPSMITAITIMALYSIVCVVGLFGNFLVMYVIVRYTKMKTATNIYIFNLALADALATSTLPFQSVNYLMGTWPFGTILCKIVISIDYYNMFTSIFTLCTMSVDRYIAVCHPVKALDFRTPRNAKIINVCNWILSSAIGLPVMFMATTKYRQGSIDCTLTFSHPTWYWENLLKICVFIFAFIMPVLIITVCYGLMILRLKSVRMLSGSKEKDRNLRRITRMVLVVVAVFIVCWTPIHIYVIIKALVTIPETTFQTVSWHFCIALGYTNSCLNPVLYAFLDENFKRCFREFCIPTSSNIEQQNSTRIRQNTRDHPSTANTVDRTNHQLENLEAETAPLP
Target sequence (P41143 whole entry, looked up): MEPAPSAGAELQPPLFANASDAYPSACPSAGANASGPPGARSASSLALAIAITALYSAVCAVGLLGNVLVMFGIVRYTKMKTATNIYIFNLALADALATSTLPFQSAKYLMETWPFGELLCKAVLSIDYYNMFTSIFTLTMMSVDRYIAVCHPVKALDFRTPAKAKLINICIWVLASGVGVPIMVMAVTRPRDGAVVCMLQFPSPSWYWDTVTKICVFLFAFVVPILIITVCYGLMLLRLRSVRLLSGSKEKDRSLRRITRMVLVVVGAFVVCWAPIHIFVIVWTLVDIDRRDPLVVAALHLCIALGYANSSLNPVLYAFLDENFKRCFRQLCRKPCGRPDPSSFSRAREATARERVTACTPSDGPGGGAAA
AddAB inh = less growth of phage-infected E. coli with AddAB; E. coli expressing H. pylori AddAB, absorbance growth; inhibition, % at 11.9 µM; hit rate 0.29% among 330,000; in the data active = inhibition above about 12%;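 also: 0% = vehicle wells of infected cells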
PKA-R1A act = activators of PKA-R1A complex; PKA-R1A dissociation, Cy5-IP20 fluorescence polarization; scaled: DMSO 0%, 113 µM cGMP 100%; activation, % at 11.4 µM; hit rate 0.083% among 340,000;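 active = percent activation above the mean of all tested compounds plus 3 SD, cut at about 19% in these data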;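 also: higher means more PKAc released from R1A so a rise in polarization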
MOR-DOR inv ag = inverse agonists of human mu-delta opioid receptor heterodimerization | cell-based MOR-DOR heterodimer luminescence, inverse agonism | inhibition, % at 9.3 µM | AID 504357 | hit rate 0.21% among 340,000; in the data active = inhibition above about 22%, passing the limit was not always enough;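 also: 0% = cells with DMSO and 100% = wells without cells with DMSO; values of inactives mirror those of a sister screen read the other way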
phage Ecoli inh = E. coli growth loss with phage present. inhibition, % at 11.9 µM. growth absorbance. hit rate 0.26% among 360,000; in the data active = inhibition above about 11%
Tat export inh = E. coli Tat transport inhibition; E. coli MC4100 TorA-mCherry Tat export, fluorescence; inhibition, % at 10 µM; hit rate 0.036% among 340,000;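 active = mean replicate inhibition at least 50% and at least half of replicates individually reaching 50%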;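 also: exported cargo escapes ClpAP degradation while cytoplasmic cargo is degraded and loses fluorescence; 0% = median of neutral control wells and 100% = median of NaSCN control wells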
PfHsp90 set2 = growth inhibition of yeast expressing Plasmodium Hsp90. S. cerevisiae expressing PfHsp90, BacTiter-Glo ATP, 48 h; yeast lacking PDR1 and PDR3 efflux regulators. inhibition, % at 9.4 µM. hit rate 0.32% among 310,000. AID 504621;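 active = every replicate shows inhibition above about 80%, whatever the replicate mean, limit read from the data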;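 also: 0% = DMSO neutral controls and 100% = 20 µM radicicol positive controls; yeast relying on Plasmodium falciparum Hsp90 in place of its own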
DSG3 Ab inh = human desmoglein-3 autoantibody binding inhibition. P32926. DSG3-coupled beads, scFv-anti-DSG3-GFP binding, flow cytometry; hits give low values. binding (percent of control), % at 10 µM. hit rate 0.48% among 310,000. AID 588358;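 active = binding more than 3 SD below its plate's average and above zero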;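 also: hits lower antibody fragment binding to DSG3; some compounds called inactive have numbers as strong as hits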
An asterisk follows results filed as active; i = inactive; . = not tested or not shown.

Every second line gives: Ecoli viability, SUMO Mot1 rescue, Arrestin-AP2 inh, MOR-DOR ag, AddAB inh, PKA-R1A act, MOR-DOR inv ag, phage Ecoli inh, Tat export inh, PfHsp90 set2, DSG3 Ab inh
- Cc1ccc(-n2nc(C)c3c(C(=O)OCC(=O)N(C)C4CCS(=O)(=O)C4)cc(-c4ccccc4)nc32)cc1 (stereo unspecified)
→ -1.6, 0, 12, -1.6, -0.2, 2, 8, 4.8, 1, -5, 83
- Cc1ccc(S(=O)(=O)N(C)c2ccc(OC(=O)c3ccc(=O)[nH]c3)cc2)cc1
→ -0.5, -12, 49, -2.8, -0.8, -10, 15, -0.2, -12, 17, 102
- COc1ccc(-c2ccc(S(=O)(=O)n3nc(OC(=O)c4cccs4)cc3N)cc2)cc1
→ -2.7, -14, 8, -0.8, 1.6, -2, 5, 0.5, -1, -11, 106
- CC(=O)Nc1ccc(SCC(=O)NCC2(N3CCCCC3)CCCCC2)cc1
→ 0.2, 6, 13, -3.6, -0.2, -1, 17, 2.3, 5, 1, .
- COc1ccc(-n2cc(-c3ccc(C)cc3)[n+]3c2SCC3)cc1
→ -2.3, -12, -4, 0.0, 0.5, 1, 0, 2.3, -9, -2, 94
- NS(=O)(=O)c1ccc(NC(=S)NCCc2ccccc2)cc1
→ 1.8, -7, 9, -1.1, 1.5, -7, 6, 6.0, 6, -5, 94
- O=C(CCCc1ccccc1)Nc1ccc(S(=O)(=O)N2CCOCC2)cc1
→ -1.7, 76, -19, -1.7, -1.4, 5, 9, 0.5, -2, -11, 94
- Cc1nonc1NC(=O)CSc1nnc(N)s1
→ 0.1, 5, -3, -1.6, 3.7, -9, 10, 1.0, -4, 12, 105
- Cc1nc(-c2ccc(Cl)cc2)sc1C(=O)CBr
→ -1.3, -4, 6, -2.5, -2.6, 5, 16, 1.6, 5, -8, 63*
- COc1ccc(NC(=O)C2CCCO2)cc1 (stereo unspecified)
→ -2.7, 18, 0, -0.8, 2.4, -1, 4, 0.8, -7, ., 107

Going on with the list:
Every second line gives: Ecoli viability, SUMO Mot1 rescue, Arrestin-AP2 inh, MOR-DOR ag, AddAB inh, PKA-R1A act, MOR-DOR inv ag, phage Ecoli inh, Tat export inh, PfHsp90 set2, DSG3 Ab inh
- COc1ccc(OCCCC(=O)Nc2nc(-c3ccccn3)cs2)cc1
→ -2.5, -8, -19, -0.1, -3.4, -7, 1, -2.0, 3, 0, 104
- Cc1c(NS(=O)(=O)c2ccc3c(c2)CCN3C(=O)C2CC2)c(=O)n(-c2ccccc2)n1C
→ -2.2, -9, -3, -2.2, 1.4, 1, 13, 0.8, 4, 0, 71
- CC(=O)c1ccc(S(=O)(=O)N2CCC(c3nc4ccccc4[nH]3)CC2)cc1
→ -1.8, -5, -3, 4.3, 1.4, -12, -30, -1.3, 6, 25, 81
- COc1ccc(/C=C/C(=O)Nc2ccc3c(c2)OCCO3)cc1OC
→ -1.4, 2, -8, -2.7, 1.4, 7, 14, 3.4, -8, 5, 87
- COc1ccccc1C(=O)N(C)c1nnc(-c2ccccc2)s1
→ -1.1, 10, -18, -3.6, 2.5, 8, 17, 1.6, -1, -28, 104
- CCOC(=O)c1sc2nc(C)[nH]c(=O)c2c1C
→ -1.1, -10, 2, -0.3, 0.2, 5, 1, 2.5, -6, 6, 98
- O=C(NCc1ccc2[nH]c3c(c2c1)CCCC3)c1ccc(S(=O)(=O)N2CCCC2)cc1
→ 1.5, -8, -2, 0.4, -0.6, -11, -3, 4.3, 2, 9, 107
- CC1CC(NC(=O)CC#N)CC(C)(C)C1 (stereo unspecified)
→ -1.4, 9, -1, -2.1, -0.4, -14, 11, 1.2, -14, -9, 108
- COc1ccc(S(=O)(=O)c2ccc(OC)cc2)cc1
→ 0.8, 184, 1, -0.9, 2.5, -12, 5, 2.2, 7, -11, 82
- O=C(Nc1c(C(=O)Nc2ccccc2)cnn1-c1ccccc1)c1ccco1
→ 0.3, 2, 0, -0.7, 2.2, 2, 4, 2.8, -7, 5, 102

Next section.
Every second line gives: Ecoli viability, SUMO Mot1 rescue, Arrestin-AP2 inh, MOR-DOR ag, AddAB inh, PKA-R1A act, MOR-DOR inv ag, phage Ecoli inh, Tat export inh, PfHsp90 set2, DSG3 Ab inh
- CC(NS(=O)(=O)c1ccccc1Cl)C1CC2CCC1C2 (stereo unspecified)
→ 0.9, -7, -2, 6.1, 2.2, -9, -32, 1.7, -7, -17, 111
- CC(Oc1ccccc1)C(=O)N=C1SC2CS(=O)(=O)CC2N1c1ccccc1 (stereo unspecified)
→ -0.9, 2, -10, -2.2, 2.5, -11, 11, 0.0, 4, 7, 132
- Cc1cccc(N2CCN(C(=O)/C=C/c3ccco3)CC2)c1C
→ -0.4, -5, 2, 0.5, -0.2, -5, -3, 2.2, 3, -25, 95
- Nc1ccccc1O
→ -4.8, 28, ., 9.3, i, i, -50, ., 8, -44, 109
- O=C(Nc1cc(C(F)(F)F)ccc1N1CCOCC1)c1ccc(Br)o1
→ -1.6, 1, -6, 2.0, 0.2, -10, -11, 1.2, 4, -20, 84
- CC(C)(C)S(=O)(=O)N1C[C@H]2C(=CC[C@@H]3C(=O)N(c4ccccc4)C(=O)[C@@H]32)[C@H]1CCO
→ ., ., -11, -3.7, ., 4, 17, 1.5, 0, 6, 106
- Cc1cc(C)n(CCN(C)Cc2nc(Cc3ccccc3F)no2)n1
→ -2.3, -3, -2, -2.1, -3.2, -1, 12, 5.3, -2, 2, 99
- O=C(O)CCc1ccc(-c2ccccc2)n1CC(=O)O
→ 0.2, 160, 30, -2.1, -0.1, -3, 12, 2.8, -6, 1, 103
- COc1cccc(C2OC(=O)c3ccccc3N2C(C)=O)c1OC(C)=O (stereo unspecified)
→ -0.5, 195, 3, 0.4, -0.2, -7, -2, 2.4, -5, 4, 94
- O=C(NCC1CCN(S(=O)(=O)c2ccccc2)CC1)Nc1ccc(F)cc1
→ 0.9, -11, -11, -1.7, 2.0, -5, 8, 0.1, -9, -8, .

More compounds:
Every second line gives: Ecoli viability, SUMO Mot1 rescue, Arrestin-AP2 inh, MOR-DOR ag, AddAB inh, PKA-R1A act, MOR-DOR inv ag, phage Ecoli inh, Tat export inh, PfHsp90 set2, DSG3 Ab inh
- CCO[C@@H]1OC(C(=O)Nc2ccccc2)=C[C@H](c2csc3ccccc23)[C@H]1CCCO
→ -0.6, 7, 2, -2.9, -0.6, -5, 15, 1.9, 21, -2, 103
- Cc1ccc(C(=O)Nc2ccc3c(c2)OCCO3)o1
→ 2.3, -7, 21, -1.4, 3.5, 10, 8, 3.3, -1, 21, 101
- CCCCNc1cc(C)oc(=O)c1C(C)=O
→ 1.5, 2, -4, 0.0, 0.1, -1, 0, 4.0, -6, ., 131
- Cc1ccc(S(=O)(=O)N(C)CC(=O)Nc2cccc(C)n2)cc1
→ 1.5, 52, 24, -0.7, 2.0, -4, 4, 0.2, 3, 18, .
- CC(=O)Nc1ccc(NC(=O)C(C)OC(=O)C23CC4CC(CC(Cl)(C4)C2)C3)cc1 (stereo unspecified)
→ -1.4, -20, 27, -1.1, -1.5, -3, 6, 2.9, 8, 11, 125
- S=c1nc(-c2cc(Cl)ccc2Cl)[nH][nH]1
→ -1.0, 12, 10, -1.5, 0.4, -2, 8, 0.5, -5, -10, 102
- C/C(=N\NC(=O)Cc1ccccc1Cl)c1cccnc1
→ 0.5, -14, -10, -2.8, 0.5, -9, 19, 3.3, 6, -16, 99
- CN(Cc1nccn1C)C(=O)CCc1nnc(CCC2CCCCC2)o1
→ -0.3, 2, 13, -0.1, 0.0, 5, 0, 2.6, 3, -17, 110
- NC(=O)CCCC1=NS(=O)(=O)c2ccccc2N1
→ -1.4, -27, 1, -2.5, 1.8, -4, 14, 4.4, 11, ., 73
- COc1ccc(-c2nc3ccccc3c(=O)n2NC(=O)c2cccnc2Cl)cc1OC
→ 0.8, 4, 4, 0.0, 1.2, 6, 0, 4.5, 0, 10, 106

(next part)
Every second line gives: Ecoli viability, SUMO Mot1 rescue, Arrestin-AP2 inh, MOR-DOR ag, AddAB inh, PKA-R1A act, MOR-DOR inv ag, phage Ecoli inh, Tat export inh, PfHsp90 set2, DSG3 Ab inh
- O=C(O)C1(c2ccccc2)CCN(S(=O)(=O)c2ccc(F)c(F)c2)CC1
→ -0.9, -11, -24, -2.4, 2.9, 1, 13, 2.7, 14, 5, 111
- COc1ccc(-n2c(C)cc(/C=C3\C(=N)N4N=C(CC(=O)N5CCOCC5)SC4=NC3=O)c2C)cc1
→ -1.8, -15, 11, 1.2, 4.0, -12, -6, -1.5, 2, -18, 102
- COc1ncccc1-c1nnn(-c2ccc(Cl)c(Cl)c2)n1
→ -1.0, 7, ., 0.0, 0.8, -1, 0, 0.5, -10, -2, 95
- Cc1cccc(N2C(=O)C3CC3C2=O)c1 (stereo unspecified)
→ -1.1, -21, -1, 0.2, 1.2, -2, -1, 3.8, 3, -1, 106
- COc1ccc(N2CCN(C(CNC(=O)c3ccc4c(c3)OCO4)c3cccnc3)CC2)cc1 (stereo unspecified)
→ 0.3, -11, 7, -2.4, 0.6, -9, 14, 2.5, -4, -26, 110
- CCNS(=O)(=O)c1ccc(NC(=O)Nc2ccc3c(c2)OCO3)cc1
→ 5.1, 22, -5, 111*, 4.3, 7, -362, 3.8, -1, 4, 104
- COc1cccc(C2=NOC(C(=O)NC3CCCCC3)C2)c1 (stereo unspecified)
→ -3.6, 7, -7, -3.2, 0.3, -7, 16, 0.1, 5, ., 100
- N/C(CS(=O)(=O)c1ccccn1)=N\OC(=O)c1ccc(Cl)cc1
→ -1.0, 2, -12, -1.8, 1.0, -18, 9, 2.8, -4, 0, 107
- Cn1c(=O)c2c(ncn2CC(=O)OCC(=O)Nc2cccc(Cl)c2)n(C)c1=O
→ -0.8, -6, -8, -2.2, -2.2, -17, 12, 2.1, -1, -9, 97
- CC1CCCC(C)N1C(=O)COC(=O)CCc1nc2ccccc2c(=O)[nH]1 (stereo unspecified)
→ -1.9, 5, -5, -3.5, 2.1, 2, 18, 0.7, -2, 5, 108
- COC(=O)c1ccc(N(CC(=O)NC2CCCCC2)C(=O)CNC(=O)c2ccco2)cc1
→ -2.5, -1, 18, -0.7, 2.7, -10, 5, 1.8, -3, -3, 109
- O=C(NCCCn1ccnc1)C(=O)NCC(c1cccnc1)N1CCN(c2ccc(F)cc2)CC1 (stereo unspecified)
→ -1.5, 4, 41, 0.9, 0.3, -9, -5, ., -6, 4, 96
